M1 PAM parental: counter-screen for M1 PAMs: effect in parental CHO-K1 cells; activation, % at 3 µM; 360,000 compounds, 0.02% hits; ATP EC20, Fluo-8 calcium fluorescence; 0% at ATP EC20, 100% at ATP max;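 active = activation above the run cutoff, the mean activation of all test compounds plus 3 SD, cut at about 40% in these data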;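 note: peak over basal fluorescence ratio in a 140 s read after ATP addition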
M1 antag: antagonists of human M1 muscarinic receptor. P11229. CHO-K1 hM1, Fluo-8 calcium fluorescence, ACh EC80 antagonist. inhibition, % at 3 µM. 360,000 compounds, 1.3% hits;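 active = percent inhibition above its own plate's cutoff, namely the mean of that plate's compound wells plus 3 SD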;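 note: peak over basal fluorescence ratio during 140 s after agonist addition; 0% = ACh EC80 plus DMSO and 100% = DMSO alone without agonist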
Target sequence (P11229 whole entry, looked up): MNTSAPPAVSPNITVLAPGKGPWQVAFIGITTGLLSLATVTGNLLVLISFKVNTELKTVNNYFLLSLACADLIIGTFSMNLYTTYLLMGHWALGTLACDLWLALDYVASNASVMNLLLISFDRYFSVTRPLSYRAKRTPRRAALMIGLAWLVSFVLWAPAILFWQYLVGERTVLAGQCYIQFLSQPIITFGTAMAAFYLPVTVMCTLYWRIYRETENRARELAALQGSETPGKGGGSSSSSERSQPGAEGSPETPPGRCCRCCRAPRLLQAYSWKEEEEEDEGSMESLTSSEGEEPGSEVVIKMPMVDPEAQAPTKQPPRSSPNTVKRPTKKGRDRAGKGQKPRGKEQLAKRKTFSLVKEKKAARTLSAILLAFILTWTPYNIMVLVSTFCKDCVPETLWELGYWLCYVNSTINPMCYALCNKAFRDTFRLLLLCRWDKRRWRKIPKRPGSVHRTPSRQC
M1 PAM: human CHRM1 positive allosteric modulation; P11229; CHO-K1 hM1, Fluo-8 calcium fluorescence, ACh EC20; 0% = ACh EC20, 100% = maximal ACh; activation, % at 3 µM; 360,000 compounds, 0.088% hits; AID 588819; in the data active = activation above about 19%, passing the limit was not always enough
CHO-K1 Ca ag: M1 agonist counterscreen hit in parental CHO-K1 cells; activation, % at 3 µM; Fluo-8 calcium fluorescence; scaled to maximal ATP response, vehicle zero; 360,000 compounds, 0.48% hits; in the data active = activation above about 15%;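 note: untransfected CHO-K1 host cells lacking M1 receptor as counterscreen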
CHO parental Ca: signal in parental CHO cells, OX1R antagonist counter-screen; parental CHO-K1, ATP-induced calcium, Fluo-8 fluorescence; inhibition, % at 5.6 µM; 330,000 compounds, 0.63% hits; AID 463079;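 active = inhibition above that plate's mean sample inhibition plus 3 SD, cut at about 26% in these data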;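 note: 0% = ATP-challenged DMSO wells and 100% = DMSO wells without ATP; some compounds past the cut are filed as inactive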
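Assay system: parental CHO cells; Read-out basis: percent inhibition of ATP-evoked calcium rise, normalized to controls; Benchmarks: ATP and no-ATP DMSO wells; Compound dosing: single nominal dose of 5.6 µM per compound; Signal: Fluo-8 calcium dye fluorescence; Also added: ATP as calcium-mobilizing challenge; Repeats: singlicate.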
CHO-K1 Ca antag: counter-screen for M1 antagonists: effect in parental CHO-K1 cells; ATP-induced calcium, Fluo-8 fluorescence; AID 602250; 360,000 compounds, 0.6% hits; inhibition, % at 3 µM;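 active = inhibition above a per-plate cutoff, the plate's mean sample inhibition plus 3 SD, cut at about 24% in these data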;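 note: 0% = DMSO plus EC80 ATP and 100% = DMSO alone without ATP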
TAAR1 antagonist: human TAAR1 antagonism | Q96RJ0 | CHO RD-HGA16 TAAR1, Fluo-8 calcium fluorescence, antagonist | inhibition, % at 3 µM | 360,000 compounds, 1.5% hits | AID 624466;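 active = inhibition above a per-plate cutoff, the mean inhibition of test compounds on that plate plus 3 SD, cut at about 49% in these data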;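 note: 0% = DMSO plus EC80 beta-PEA response and 100% = DMSO alone without agonist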
Target sequence (Q96RJ0 whole entry, looked up): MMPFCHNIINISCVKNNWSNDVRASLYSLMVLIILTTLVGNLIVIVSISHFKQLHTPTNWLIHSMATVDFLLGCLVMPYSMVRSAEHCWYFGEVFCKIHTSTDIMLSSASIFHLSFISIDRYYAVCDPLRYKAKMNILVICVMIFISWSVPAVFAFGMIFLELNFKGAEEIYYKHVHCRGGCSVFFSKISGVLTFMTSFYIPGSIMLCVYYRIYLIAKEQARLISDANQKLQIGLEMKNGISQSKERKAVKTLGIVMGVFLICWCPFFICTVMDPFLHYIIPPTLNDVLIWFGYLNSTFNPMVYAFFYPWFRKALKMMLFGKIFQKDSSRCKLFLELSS
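Assay system: CHO-derived RD-HGA16 cells stably expressing human TAAR1 plus Gα16. Timing: 140 s kinetic read after compound, 140 s after agonist. Technique: kinetic Fluo-8 calcium fluorescence measurement. Measure: % inhibition of agonist calcium response.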
CHRM1 agonist: human M1 muscarinic receptor agonism. CHO-K1 hM1, Fluo-8 calcium fluorescence, agonist mode; 0% DMSO, 100% acetylcholine EC100. activation, % at 3 µM. 360,000 compounds, 0.33% hits;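 active = activation above the run's mean compound activation plus 3 SD, cut at about 16% in these data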;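 note: peak over basal fluorescence ratio within a 140 s kinetic read after compound addition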
TAAR1 agonist: agonists of human TAAR1 | 360,000 compounds, 0.99% hits | Q96RJ0 | AID 624467 | activation, % at 3 µM | CHO RD-HGA16 TAAR1, Fluo-8 calcium fluorescence; vehicle wells 0%, saturating PEA agonist 100%;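 active = activation above the mean activation of all test compounds in the run plus 3 SD, cut at about 38% in these data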
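test system = CHO RD-HGA16 cells carrying human TAAR1 plus Gα16 | schedule = 17-24 h seeding, 75 min 37 °C dye, 30 min RT | compound dosing = 3 µM single concentration | control set = DMSO and PEA EC100 | replicates = n 1 | signal = Fluo-8 fluorescence, 5 s baseline then 140 s kinetic read | measure = percent activation vs PEA EC100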
* hit, by the source's call; / = no result given.

SMILES | M1 PAM parental | M1 antag | M1 PAM | CHO-K1 Ca ag | CHO parental Ca | CHO-K1 Ca antag | TAAR1 antagonist | CHRM1 agonist | TAAR1 agonist
COc1cccc(CNC(=O)Cn2nc(C)c3c(C)n(-c4ccc(C)cc4)nc3c2=O)c1OC | -4 | 14 | -5 | -0.6 | -21 | 5 | -18 | -6 | -1
O=C(Cn1c2[n+](c3ccccc31)CC(O)CS2)c1ccccc1 (stereo not given) | 7 | 1 | 5 | 1.7 | -9 | -23 | -7 | -5 | 1
CC(=O)c1cccc(-n2c(CCC(=O)O)ccc2-c2cccs2)c1 | 10 | 4 | -1 | 0.6 | -18 | 3 | 3 | -4 | 5
Cc1cc(NC(=O)CSc2nc3c(sc4ccccc43)c(=O)n2CCc2ccccc2)n[nH]1 | 16 | -10 | 12 | 0.3 | -12 | -9 | -18 | 1 | 5
CCCOc1ccc(N2C(=O)CC(N(Cc3ccc(S(N)(=O)=O)cc3)C(=O)CC)C2=O)cc1 (stereo not given) | 5 | 9 | 2 | -0.4 | 6 | -5 | -27 | 0 | 5
Cc1nc(SCC(=O)Nc2ccc(OCc3ccccc3)cc2)n[nH]1 | 9 | -1 | 4 | 6.3 | 6 | -13 | 14 | -1 | 5
CCOCCOC(=O)COC(=O)c1ccccc1NC(=O)c1ccccc1 | 8 | -5 | 3 | 1.2 | -29 | 3 | 5 | -11 | 11
Cc1ccc(CNC(=O)CCSCc2ccccc2F)cc1 | 10 | 0 | -1 | -0.8 | -6 | -6 | -1 | -1 | 0
N#Cc1cc(C#N)c(SCC(=O)N2CC(=O)Nc3ccccc32)nc1N | 6 | -3 | 7 | -0.1 | -8 | -2 | -12 | 0 | 7
Cc1cc(Br)ccc1OCCN1CCCC1 | 14 | -4 | 4 | 1.0 | -6 | -6 | 13 | -10 | 5
CCNc1nc(Oc2ccc(C(=O)OCC)cc2)nc(SC)n1 | 5 | -1 | 3 | 0.1 | -20 | 6 | -9 | -5 | 13
COc1ccc(CCNC(=O)C2CC(=O)N(CCc3ccccc3)C2)cc1OC (stereo not given) | -12 | -3 | 2 | 0.4 | -9 | -4 | -6 | -4 | 1
CCc1cc(C(=O)NNC(=S)NC(C)c2ccccc2)cs1 (stereo not given) | 16 | -7 | 7 | 4.0 | -16 | -16 | 8 | 3 | 1
Cc1cc(C)nc(N2CCN(C(=O)CCC(=O)Nc3nnc(CC(C)C)s3)CC2)n1 | -2 | -10 | 5 | 0.8 | -34 | 1 | -39 | -7 | 5
Cc1sc(NC(=O)CSc2ncn(-c3ccccc3)n2)nc1-c1ccccc1 | -4 | 8 | -4 | 0.8 | -28 | 11 | -6 | -4 | 2
O=C(c1ccnc(Cl)c1)N1CCCC(Nc2ccc(F)cc2)C1 (stereo not given) | -24 | 26 | -10 | -0.1 | -4 | 13 | -7 | 0 | 0
O=c1c2ccccc2nc(SCc2nnc(-c3ccccc3)o2)n1-c1ccc(F)cc1F | 12 | -3 | 0 | 0.7 | -7 | 3 | 0 | 5 | 17
O=C(Cc1cccc([N+](=O)[O-])c1)Nc1ccccc1 | -10 | 13 | -3 | 0.2 | / | 7 | -4 | -5 | 0
COc1ccc(N2CCN(C(=O)Nc3ccccc3Cl)CC2)cc1 | 8 | -6 | 7 | 0.1 | -13 | -2 | 5 | -2 | 12
O=C(Cn1nc(-c2ccccc2)ccc1=O)NCCN1CCN(Cc2ccccc2)CC1 | -11 | 12 | -8 | -0.2 | -7 | 8 | -30 | -9 | 7
O=C(c1cc(COc2ccc(F)cc2F)on1)N1CCSCC1 | 13 | -14 | 10 | 0.3 | -4 | -17 | 3 | -5 | -1
CCc1ccccc1S(=O)(=O)Cc1ccc(C(=O)NCCc2ccccc2)o1 | 3 | 5 | -4 | 2.5 | -27 | -4 | -6 | -3 | 50*
COc1ccccc1NC(=O)Cn1ncc2c1-c1ccccc1OC2 | 9 | -12 | 6 | 0.7 | -4 | -17 | -15 | 0 | 0
COc1ccccc1CNC(=O)c1cc(-c2ccccc2C)nn1CC1CC(c2cccnc2)=NO1 (stereo not given) | 8 | 11 | -4 | 1.7 | -21 | -4 | 37 | -7 | 14
COC(=O)[C@H](CC(C)C)NS(=O)(=O)N(Cc1ccccc1)[C@@H](CC(C)C)C(=O)OC | -4 | -3 | -5 | -0.7 | -27 | -11 | 20 | -4 | 6

The listing continues.
SMILES | M1 PAM parental | M1 antag | M1 PAM | CHO-K1 Ca ag | CHO parental Ca | CHO-K1 Ca antag | TAAR1 antagonist | CHRM1 agonist | TAAR1 agonist
COc1ccc(N2CCN(S(=O)(=O)c3cc(Br)cnc3N)CC2)cc1 | 9 | -5 | 5 | 1.1 | 11 | -11 | -8 | -6 | -1
O=C(Cn1ccc2ccccc2c1=O)NCCC(=O)Nc1cccc(Cl)c1 | 12 | -7 | 4 | 1.7 | -20 | -12 | / | -3 | /
CC(C)Cn1c(SCC(=O)O)nnc1-c1cccc(S(=O)(=O)N2CCOCC2)c1 | -14 | 7 | -4 | 0.1 | -7 | -1 | -22 | -5 | 3
COc1ccc(S(=O)(=O)N2CCOCC2)cc1NC(=O)COC(=O)CCS(=O)(=O)c1ccc(C)cc1 | 1 | 3 | 2 | -0.4 | / | -6 | -13 | -7 | 0
O=C(COC(=O)c1cccc(F)c1)Nc1ccc2c(c1)OCCO2 | -11 | 6 | 0 | 1.4 | -12 | -3 | 21 | -2 | 5
CC(C)NC(=O)C(c1ccc(F)cc1)N(C(=O)CCC(=O)Nc1ccccn1)C1CCCCC1 (stereo not given) | -9 | -13 | 14 | -1.0 | -19 | 1 | -13 | 2 | 3
COc1ccc(C(=O)NC2=NCCS2)cc1S(=O)(=O)N1CCOCC1 | 12 | -5 | 7 | 0.1 | / | 1 | -13 | -3 | 3
CCOC(=O)c1cnc2c(-c3ccc(Cl)cc3)cnn2c1C | 25 | 2 | 2 | 0.8 | -4 | -13 | -8 | -5 | 2
O=C(/C=C/c1cc([N+](=O)[O-])ccc1OC(F)F)NCc1ccc(F)cc1 | 14 | -17 | 0 | 0.3 | -31 | -10 | 17 | -5 | 7
Cc1cc(/C=C2\SC(=S)NC2=O)c(C)n1-c1ccccc1 | -24 | -21 | 12 | 1.6 | -16 | 6 | 19 | 1 | -1
O=c1c2sccc2nc(SCc2cc(=O)n3ccccc3n2)n1-c1ccc(Br)cc1 | -10 | 12 | -6 | 0.0 | -20 | 10 | -22 | -6 | 3
COc1cc(C(O)c2nc3ccccc3n2C(C)C)cc(OC)c1OC (stereo not given) | 11 | -10 | 4 | 0.6 | -6 | -2 | 3 | 2 | 1
O=C(NCC(c1ccco1)N1CCCCC1)c1ccc2c(c1)S(=O)(=O)c1ccccc1C2=O (stereo not given) | 3 | 7 | -4 | 0.9 | -28 | -6 | -3 | -5 | 1
O=C(NC1C2CC3CC(C2)CC1C3)c1ccc2c(c1)OCO2 (stereo not given) | 0 | -12 | 4 | 0.1 | -14 | 9 | 2 | 0 | 2
O=c1c2c3nc4ccccc4nc3n(CCN3CCOCC3)c2ncn1CCN1CCOCC1 | 8 | -24 | 2 | 0.5 | / | -10 | -7 | -5 | 0
Cc1c(C)c(C)c(C(=O)C2CCN(c3ccc([N+](=O)[O-])cn3)CC2)c(C)c1C | 20 | -11 | 2 | 0.3 | -10 | -15 | -7 | -2 | 0
Cc1cccc(-c2nnc(SC(C)C(=O)N3CCOCC3)o2)c1 (stereo not given) | 2 | -2 | 0 | 2.1 | 3 | -8 | 7 | -1 | 1
COCCC(C(=O)Oc1c(C(C)(C)C)cc(C)cc1C(C)(C)C)c1ccccc1 (stereo not given) | 8 | -4 | 4 | 0.1 | -38 | -9 | -10 | -4 | 5
C[C@H](CO)N1C[C@H](C)[C@@H](CN(C)CC2CC2)Oc2c(NS(=O)(=O)c3ccc(F)cc3)cccc2C1=O | 9 | -21 | 20 | 0.6 | -18 | -9 | -14 | 0 | 1
Cc1oc(/C=N/NS(=O)(=O)c2ccccc2)cc1Br | 19 | 5 | -2 | 0.8 | -3 | 8 | -20 | -3 | 1
CC(C)C(=O)Nc1cccnc1 | 16 | -17 | 15 | 0.4 | -4 | -15 | -7 | -3 | 0
Cc1cccc(-c2nc(C#N)c(NC3CCCCC3)o2)c1 | 17 | -16 | -8 | -0.1 | -6 | -7 | 6 | -8 | -1
COc1ccc(C(=O)NC(C(=O)NCc2ccccc2OC)C(C)C)cc1 (stereo not given) | 17 | 1 | 4 | 0.4 | -28 | -14 | 0 | -5 | 4

Sorted by molar mass (falling): 12 of the compounds above.
SMILES | M1 PAM parental | M1 antag | M1 PAM | CHO-K1 Ca ag | CHO parental Ca | CHO-K1 Ca antag | TAAR1 antagonist | CHRM1 agonist | TAAR1 agonist
COc1ccc(S(=O)(=O)N2CCOCC2)cc1NC(=O)COC(=O)CCS(=O)(=O)c1ccc(C)cc1 | 1 | 3 | 2 | -0.4 | / | -6 | -13 | -7 | 0
O=c1c2sccc2nc(SCc2cc(=O)n3ccccc3n2)n1-c1ccc(Br)cc1 | -10 | 12 | -6 | 0.0 | -20 | 10 | -22 | -6 | 3
O=c1c2c3nc4ccccc4nc3n(CCN3CCOCC3)c2ncn1CCN1CCOCC1 | 8 | -24 | 2 | 0.5 | / | -10 | -7 | -5 | 0
COc1ccc(N2CCN(S(=O)(=O)c3cc(Br)cnc3N)CC2)cc1 | 9 | -5 | 5 | 1.1 | 11 | -11 | -8 | -6 | -1
COc1ccc(C(=O)NC2=NCCS2)cc1S(=O)(=O)N1CCOCC1 | 12 | -5 | 7 | 0.1 | / | 1 | -13 | -3 | 3
O=C(Cn1ccc2ccccc2c1=O)NCCC(=O)Nc1cccc(Cl)c1 | 12 | -7 | 4 | 1.7 | -20 | -12 | / | -3 | /
Cc1c(C)c(C)c(C(=O)C2CCN(c3ccc([N+](=O)[O-])cn3)CC2)c(C)c1C | 20 | -11 | 2 | 0.3 | -10 | -15 | -7 | -2 | 0
O=C(/C=C/c1cc([N+](=O)[O-])ccc1OC(F)F)NCc1ccc(F)cc1 | 14 | -17 | 0 | 0.3 | -31 | -10 | 17 | -5 | 7
Cc1cccc(-c2nnc(SC(C)C(=O)N3CCOCC3)o2)c1 (stereo not given) | 2 | -2 | 0 | 2.1 | 3 | -8 | 7 | -1 | 1
O=C(COC(=O)c1cccc(F)c1)Nc1ccc2c(c1)OCCO2 | -11 | 6 | 0 | 1.4 | -12 | -3 | 21 | -2 | 5
CCOC(=O)c1cnc2c(-c3ccc(Cl)cc3)cnn2c1C | 25 | 2 | 2 | 0.8 | -4 | -13 | -8 | -5 | 2
Cc1cc(/C=C2\SC(=S)NC2=O)c(C)n1-c1ccccc1 | -24 | -21 | 12 | 1.6 | -16 | 6 | 19 | 1 | -1

High-throughput results (PubChem)
